HSP90 inh – HSP90 inhibitors, primary screen, cell lysate, luminescence | Rabbit reticulocyte lysate, luciferase refolding luminescence, 3 h | AID 1789, 2009 | 290,000 tested, 0.91% active | inhibition, % at 5.6 µM;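 active = inhibition above the screen-wide mean plus 3 SD, computed separately per campaign, cut at about 16% in these data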;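 note: 0% = DMSO wells and 100% = 60 µM geldanamycin wells; inhibitors lower the luminescence because luciferase stays unfolded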
KLF5 inhibitor – KLF5 expression inhibitors, primary screen, DLD-1 cells, luminescence. DLD-1 KLF5 promoter-luciferase reporter. inhibition, % at 5 µM. 290,000 tested, 0.23% active;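 active = inhibition above a per-plate limit of that plate's mean compound inhibition plus 3 SD, cut at about 60% in these data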;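 note: 0% = DMSO wells and 100% = LY294002 at 200 µM; higher means less KLF5 promoter-driven luciferase light; inactives centre near -14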
Platelet DG rel – inhibitors of platelet dense granule secretion, primary screen, cell-based, MLPCN, human platelets; human platelet-rich plasma, SFLLRN dense granule ATP release, luminescence; inhibition, %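 (compounds screened at 7.5 µM in platelet-rich plasma)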; 300,000 tested, 0.22% active; AID 1663, 2009;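 active = mean replicate score, as percent of positive control, at or above 50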
GSK3 alpha inh – blockers of GSK3A enzyme activity – biochemical, luminescence, cell-free homogeneous, HTS, primary screen; Glycogen synthase kinase-3 alpha (Homo sapiens), P49840; GSK-3 alpha kinase, ADP-Glo luminescence, 60 min; inhibition, % at 10 µM; 320,000 tested, 0.1% active;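 in the data active = inhibition above about 50%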;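 note: GST-tagged GSK-3 alpha with peptide substrate and 25 µM ATP; 0% = DMSO neutral wells and 100% = GW8510 positive control wells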
Target sequence (P49840 whole entry, looked up): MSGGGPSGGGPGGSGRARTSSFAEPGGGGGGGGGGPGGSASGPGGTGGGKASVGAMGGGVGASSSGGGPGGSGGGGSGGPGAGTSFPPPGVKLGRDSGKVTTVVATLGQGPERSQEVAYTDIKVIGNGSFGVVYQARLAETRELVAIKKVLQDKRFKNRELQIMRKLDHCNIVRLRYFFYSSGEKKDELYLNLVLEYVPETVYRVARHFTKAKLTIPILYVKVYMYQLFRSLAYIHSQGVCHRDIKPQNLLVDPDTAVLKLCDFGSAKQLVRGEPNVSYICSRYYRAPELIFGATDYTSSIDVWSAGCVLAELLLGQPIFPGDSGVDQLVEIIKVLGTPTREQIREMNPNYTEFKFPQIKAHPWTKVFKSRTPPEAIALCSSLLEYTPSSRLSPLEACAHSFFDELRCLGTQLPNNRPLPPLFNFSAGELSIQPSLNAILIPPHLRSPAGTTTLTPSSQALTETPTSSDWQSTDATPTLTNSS
HSF1 activator – HSF-1 activators, primary screen, NIH3T3-HGL cells, MG132 stress, luminescence, single point; NIH3T3-HGL HSF-1 luciferase reporter, 8 h; 100% = twice DMSO control signal; activation, % at 9 µM; 300,000 tested, 1.7% active; AID 504408, 2011;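 active = mean replicate activation of at least 50% with a set share of replicates each reaching 50%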;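 note: 0% = median of the neutral control wells and 100% = twice that signal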
IEC-6 cytotox – cytotoxicity in IEC-6 intestinal epithelial cells, primary screen, cytotoxicity control for KLF5 inhibitor project, cell-based, luminescence. AID 1825, 2009. inhibition, % at 5 µM. IEC-6 cytotoxicity, luminescence viability. 290,000 tested, 0.78% active; in the data active = inhibition above about 22%;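 note: 0% = plate median of test compound wells and 100% = cytotoxic reference compound wells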
HSF1 inhib – HSF1 inhibitors in luciferase reporter cells, primary screen, cell-based, NIH3T3, luminescence; activity change, negative = inhibition, % at 7.5 µM (by protocol); NIH3T3-HGL HSE-luciferase, MG132-induced, luminescence 8 h; active compounds read low; 300,000 tested, 0.77% active;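 active = more than half of replicate wells show activity change below -50%, luminescence cut by over half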;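 note: luciferase reports HSF-1 transcriptional activity via heat shock element; 0% = median of DMSO wells and -100% = zero luminescence signal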
aSyn UTR inh – MLPCN primary screen, SNCA 5' untranslated region. alpha-synuclein 5'UTR reporter, inhibitor activity. 300,000 tested, 0.82% active. inhibition, % (tested at 7.5 µM). AID 1813, 2009; in the data active = inhibition above about 60%;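 note: H4 neuroglioblastoma cells stably carrying SNCA 5'UTR luciferase fusion; 0% = DMSO wells and 100% = positive control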
Dyrk1A ADPGlo – rat Dyrk1A kinase inhibitors, primary screen, biochemical, single point, plate reader; ADP-Glo luminescence, NFATc1 peptide; inhibition, % at 12.5 µM; 310,000 tested, 0.43% active; AID 504441, 2011; in the data active = inhibition above about 50%;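 note: plate controls were vehicle with enzyme for no effect and no enzyme for full effect; many of its hits are not listed in these tables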
GSK3B inh – human GSK3beta kinase inhibitors, primary screen, biochemical, cell-free homogeneous, HTS. GST-GSK3beta kinase, ADP-Glo luminescence, 60 min; active compounds read low. AID 2097, 2009. activity score (negative = inhibition), % at 10 µM. 300,000 tested, 0.038% active. Glycogen synthase kinase-3 beta (Homo sapiens), P49841;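 active = more than half of replicate wells score below -50%, meaning over 50% inhibition versus plate controls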;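 note: 0% = median DMSO wells and -100% = median GW8510 positive control wells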
Target sequence (P49841 whole entry, looked up): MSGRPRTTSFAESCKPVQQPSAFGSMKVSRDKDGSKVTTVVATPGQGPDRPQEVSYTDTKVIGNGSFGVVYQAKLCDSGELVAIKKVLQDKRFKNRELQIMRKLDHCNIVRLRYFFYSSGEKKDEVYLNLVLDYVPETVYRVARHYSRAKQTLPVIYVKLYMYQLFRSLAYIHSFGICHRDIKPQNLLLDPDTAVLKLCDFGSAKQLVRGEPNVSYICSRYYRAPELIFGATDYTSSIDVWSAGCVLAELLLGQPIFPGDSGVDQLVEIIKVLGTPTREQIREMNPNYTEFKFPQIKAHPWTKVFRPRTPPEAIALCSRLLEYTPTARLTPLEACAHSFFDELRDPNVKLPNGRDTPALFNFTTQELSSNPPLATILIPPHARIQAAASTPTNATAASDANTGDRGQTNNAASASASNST
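test system = GST-tagged human GSK3beta kinase, cell-free | reagent = 25 µM ATP with peptide substrate | dosing = one dose of 10 µM per compound | schedule = 60 min reaction, RT | detection = luminescent ADP-Glo measurement of ADP formed | control set = DMSO neutral wells and GW8510 at 20 µM as positive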
* hit, by the source's call; . = no result given. Not all compounds are listed; count on the stated rates, not on these rows.

SMILES | HSP90 inh | KLF5 inhibitor | Platelet DG rel | GSK3 alpha inh | HSF1 activator | IEC-6 cytotox | HSF1 inhib | aSyn UTR inh | Dyrk1A ADPGlo | GSK3B inh
COC(=O)c1ccc(NC(=O)C(=O)N2CCN(C(=S)NCCc3ccccc3)CC2)cc1 | 5 | 18 | -1 | 2 | 1 | 2 | 0 | 1 | 0 | 1
O=C1CC2(CCN(S(=O)(=O)c3ccccc3F)CC2)Oc2ccccc21 | . | . | 7 | 1 | 8 | . | 0 | 5 | 17 | 2
CCc1ccc(NC(=O)c2cnc3scc(C)n3c2=O)cc1 | -5 | -23 | 0 | -2 | 27 | 0 | 22 | -247 | 18 | 0
O=C(NNC1CC(=O)N(c2ccc3c(c2)OCCO3)C1=O)c1ccc(Cl)cc1 (stereo not drawn) | 1 | -25 | -2 | -1 | -14 | 0 | -6 | -4 | -5 | 0
CCOC(=O)C1=C(Nc2ccc(OC)cc2)OCC1=O | 3 | -16 | -3 | -4 | 1 | 4 | -6 | 6 | -1 | -1
CC(Sc1ccc(Cl)cc1)C(=O)Nc1ccccc1-c1ccccc1 (stereo not drawn) | 1 | -18 | -1 | -2 | 16 | 0 | 3 | 35 | 2 | -7
CCCCOc1ccc(C2=CSC3=NCCN23)cc1[N+](=O)[O-] | -1 | -49 | 6 | -1 | -3 | -14 | -7 | -11 | -2 | -3
Cc1ccc2nsnc2c1S(=O)(=O)NC1CC1 | 16 | -46 | -5 | 2 | -9 | -4 | -4 | 27 | -2 | -1
COc1cccc(OC)c1C(=O)Nc1ccc(S(=O)(=O)Nc2ncccn2)cc1 | 3 | -12 | 2 | -2 | 0 | 2 | -12 | 2 | . | -4
COc1cccc(CN(C)Cc2c(O)ccc3ccccc23)c1 | 1 | -20 | -9 | -1 | 97* | -2 | 80 | 14 | 4 | 1
Cn1c(=O)c2c(ncn2CC(=O)N2CCN(S(=O)(=O)c3ccc(Cl)cc3)CC2)n(C)c1=O | 5 | -34 | -7 | 3 | 10 | 8 | -2 | -1 | -6 | 2
CCn1cnc2cc(NS(=O)(=O)c3ccc(C)cc3)ccc21 | -2 | -33 | -11 | -1 | 48 | -4 | -1 | -26 | 5 | -2
O=C(COc1cc(Cl)c(Cl)cc1Cl)Nc1cccc(O)c1 | 2 | -121 | 2 | -2 | 87* | -3 | 55 | -90 | -2 | 1
COC(=O)c1sccc1NC(=O)COc1ccc(Cl)cc1Cl | -1 | -12 | 12 | -3 | 6 | 6 | -4 | -162 | -4 | -2
COc1ccc(CNc2ccccc2SC)cc1OC | -4 | -34 | 7 | -3 | 15 | -1 | 14 | -6 | -19 | 2
COc1ccccc1N1CCN(Cc2cc(OC)c3c(c2)OCO3)CC1 | -1 | -11 | 11 | -2 | -5 | 0 | -7 | -2 | . | 2
Cc1c(C(=O)NC2CCCc3ccccc32)oc2ccc(S(=O)(=O)N3CCCC3)cc12 (stereo not drawn) | 8 | 17 | 15 | -3 | -6 | 2 | 0 | 29 | -2 | 3
Cc1ccc(S(=O)(=O)N2CCC(C(=O)OCCOc3ccccc3)CC2)cc1C | . | . | -1 | 0 | 5 | . | 2 | 18 | 15 | 0
COc1cc(OC)cc(C(=O)NCC(=O)OCC(=O)N2CC(C)CC(C)C2)c1 (stereo not drawn) | 0 | -9 | 3 | -3 | 2 | 0 | -5 | -7 | -2 | 1
CCN(CC)c1ccc2cc(-c3nc4ccccc4[nH]3)c(=O)oc2c1 | 35* | -117 | 9 | 0 | -42 | 5 | -33 | 28 | 5 | -1
O=C(Nc1ncc(Cc2cccc(C(F)(F)F)c2)s1)c1ccc(-c2cccc([N+](=O)[O-])c2)o1 | 0 | 0 | -9 | -2 | -5 | 0 | -10 | 25 | . | 2
Cc1oc(-c2ccc(Cl)cc2)nc1CN1CCC(C(=O)NCCCN2CCCC(C)C2)CC1 (stereo not drawn) | -3 | -33 | 11 | 0 | -2 | 16 | -11 | 17 | 5 | 2
CC(=O)c1c(C)[nH]c(C(=O)OCC(=O)Nc2ccc(C)cc2[N+](=O)[O-])c1C | 1 | -33 | -3 | 0 | -9 | -2 | -9 | -26 | 0 | -4
CCN(CC(=O)Nc1ccc(NC(C)=O)cc1)C(=O)Cc1c(Cl)cccc1Cl | -4 | -14 | 3 | -3 | -7 | 4 | -7 | -1 | -9 | -1
O=C(Nc1cccc(F)c1)N1CC=C(c2ccc(Cl)cc2)CC1 | 2 | -47 | 3 | 1 | 4 | 5 | -4 | -110 | -3 | -3
C/C(=N\NC(=O)c1c(Br)c(C)nn1C)c1ccc(NC(=O)c2ccoc2C)cc1 | 0 | -75 | 4 | -8 | 29 | 3 | 33 | -106 | -1 | 0
CC1(c2ccccc2)NC(=O)N(CC(=O)Nc2cc(Cl)ccc2N2CCOCC2)C1=O (stereo not drawn) | . | . | 6 | 2 | -13 | . | -4 | 3 | -2 | -3
CC(C)C(=O)Nc1ccc([N+](=O)[O-])c(C(F)(F)F)c1 | 0 | -21 | 4 | 3 | -18 | 1 | -5 | 8 | 16 | 0
COc1ccccc1/C=C/C=N/N1CCN(c2ccccn2)CC1 | 1 | -38 | 5 | -2 | -5 | 8 | -6 | -6 | -3 | -1
COc1ccccc1CNC(=O)CCCn1nc(C)c2c(C)n(-c3ccc(C)cc3)nc2c1=O | -3 | 0 | -2 | -1 | 17 | 11 | -3 | 43 | . | 3
CN(CCC#N)C(=O)COC(=O)[C@H](Cc1ccccc1)N1C(=O)c2ccccc2C1=O | 3 | -8 | -2 | -4 | 2 | 0 | -4 | 7 | 0 | 4
COc1ccc(NC(=S)N/N=C2\CC(C)(C)Oc3ccc(OC)cc32)cc1 | -3 | 1 | -20 | -2 | 3 | -2 | -1 | 40 | 0 | 3
Cc1cc(OCC(=O)Nc2ccccc2C(N)=O)c2c(C)cc(=O)oc2c1 | -4 | -10 | 0 | -1 | 21 | 1 | 6 | 22 | -1 | 4
CC(=O)c1ccccc1OCCCCN1CCCCC1 | 1 | -32 | 0 | 1 | -14 | -2 | -5 | 11 | -1 | -1
COc1cc(/C=C/C(=O)OCC(=O)N2CC3(C)CC2CC(C)(C)C3)ccc1O (stereo not drawn) | -2 | 7 | 7 | -2 | -14 | 9 | 1 | 14 | -6 | 4
CCC(=O)Nc1ccc(Cl)c(NC(=S)NC(=O)c2cc3ccccc3o2)c1 | -1 | 10 | -3 | -2 | -13 | -6 | -5 | -95 | -1 | 0
CCCOc1nnnn1-c1ccccc1 | -2 | -20 | 3 | 0 | -1 | -3 | -7 | -9 | 0 | 0
Cc1ccc(Cn2cc(C(=O)c3ccc(F)cc3)c(=O)c3cc4c(cc32)OCCO4)cc1 | -4 | 2 | -5 | . | 10 | -2 | -2 | 12 | 13 | -1
Cn1cnc2c(N3CCCCC3)nccc21 | 2 | 0 | 3 | 0 | 14 | -2 | -4 | -18 | 4 | 2
CC(=O)Nc1ccc(C(=O)NNC(=O)Cc2ccccc2)cc1 | 1 | -11 | 9 | -2 | -4 | 4 | -2 | 4 | 0 | 4

Continued; the last two above are carried over.
SMILES | HSP90 inh | KLF5 inhibitor | Platelet DG rel | GSK3 alpha inh | HSF1 activator | IEC-6 cytotox | HSF1 inhib | aSyn UTR inh | Dyrk1A ADPGlo | GSK3B inh
Cn1cnc2c(N3CCCCC3)nccc21 | 2 | 0 | 3 | 0 | 14 | -2 | -4 | -18 | 4 | 2
CC(=O)Nc1ccc(C(=O)NNC(=O)Cc2ccccc2)cc1 | 1 | -11 | 9 | -2 | -4 | 4 | -2 | 4 | 0 | 4
O=S(=O)(NCc1ccccc1)c1ccc(S(=O)(=O)N2CCCC2)cc1 | 0 | 5 | 8 | 1 | 13 | -1 | 1 | 11 | 1 | 4
O=C(Nc1ccc2c(c1)OCO2)N1CCCC1 | 0 | -33 | 0 | . | 10 | 3 | 4 | -88 | 4 | -2
CNC(=O)c1sc(Nc2cc(C)ccc2C)nc1C | 3 | -25 | -1 | 1 | 14 | 8 | -1 | 1 | -1 | 2
O=C(NC1CCS(=O)(=O)C1)c1cccs1 (stereo not drawn) | -4 | -9 | -1 | -2 | -5 | 2 | 6 | 16 | 5 | 0
CCOc1ccc2nc(N/C(N)=N/C(=S)Nc3cccc(C)c3)nc(C)c2c1 | -1 | -9 | -7 | -1 | 12 | -1 | 7 | 22 | -5 | 2
CCN1CCC(NC(=O)Nc2cc(Cl)ccc2OC)CC1 | -1 | -4 | 3 | 0 | -3 | 4 | -3 | -8 | 1 | 0
CCn1cnc2cc(NCc3ccc(C)cc3)ccc21 | 1 | -86 | 4 | 3 | 46 | 2 | 35 | -128 | -2 | 1
O=c1cc(CN2CCOCC2)nc(C2CC2)[nH]1 | 3 | -19 | 1 | 9 | -11 | -4 | -9 | -1 | -3 | 0
OCC1OC(Oc2cccc3ccccc23)C(O)C(O)C1O (stereo not drawn) | 0 | -31 | 0 | 1 | 23 | 5 | -6 | -4 | 1 | -6
CC1(C)CC(=O)C=C(c2ccc3c(c2)OCO3)C1 | . | . | 2 | 1 | 7 | . | 6 | -14 | 14 | -3
CCOc1ccc(NC(=O)Cn2cc(C(=O)CC)c3ccccc32)cc1 | -4 | -49 | 13 | 3 | 3 | -8 | 2 | 1 | -5 | 0
CCOc1ccccc1NC(=O)Cn1nc(-c2ccco2)ccc1=O | 4 | -19 | 7 | 0 | 4 | 0 | 13 | 1 | -5 | 1
Cc1ccc(-n2c(SCCN)nnc2-c2cccc(C)c2)cc1 | 4 | 8 | -9 | 1 | 19 | -5 | -4 | 11 | 3 | 3
Fc1ccc(-c2cnc[nH]2)cc1 | 5 | -23 | 0 | 7 | 16 | 1 | 8 | -53 | 12 | 3
Cc1cnc(-c2nnc(N(C)C(=O)c3cccnc3)s2)cn1 | -4 | -32 | . | 1 | -2 | 2 | -6 | -48 | -4 | -3
Fc1ccc(COc2ccc(/C=N/n3cnnc3)cc2)cc1 | 4 | -17 | -4 | -2 | 8 | 7 | 1 | -46 | -1 | 11
CC(C)(C)NC(=O)C(c1ccncc1)N(CC1CCCO1)C(=O)Cn1nnc(-c2ccc(F)cc2)n1 (stereo not drawn) | -5 | -26 | 0 | 1 | 5 | -1 | 1 | -5 | -4 | -1
COc1ccc(NC(=O)c2nn(C)c(C(=O)Nc3ccc(OC)cc3)c2[N+](=O)[O-])cc1 | -4 | 13 | 2 | 0 | -4 | -4 | -2 | 16 | -3 | -4
CCn1ccnc1CN1CCN(CCC(C)C)C(CCO)C1 (stereo not drawn) | -6 | -22 | 0 | -2 | -5 | -1 | -5 | 10 | 0 | 4
Oc1ccccc1-c1n[nH]c(=S)n1Cc1ccccc1 | 2 | -6 | -2 | -1 | 12 | -4 | -2 | 11 | -1 | 2
